From PubChem BioAssay
Dyrk1A ADPGlo: Dyrk1A (rat) kinase inhibition; actives 0.43% (n = 310,000); ADP-Glo luminescence, NFATc1 peptide; AID 504441; inhibition, % at 12.5 µM; Q63470; in the data active = inhibition above about 50%;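 also: plate controls were vehicle with enzyme for no effect and no enzyme for full effect; many of its hits are not listed in these tables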
GSK3A inh: human GSK-3 alpha kinase inhibition | P49840 | ADP-Glo luminescence, 60 min | inhibition, % at 10 µM | actives 0.1% (n = 320,000);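 in the data active = inhibition above about 50%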;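 also: GST-tagged GSK-3 alpha with peptide substrate and 25 µM ATP; 0% = DMSO neutral wells and 100% = GW8510 positive control wells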
Target sequence (P49840 whole entry, looked up): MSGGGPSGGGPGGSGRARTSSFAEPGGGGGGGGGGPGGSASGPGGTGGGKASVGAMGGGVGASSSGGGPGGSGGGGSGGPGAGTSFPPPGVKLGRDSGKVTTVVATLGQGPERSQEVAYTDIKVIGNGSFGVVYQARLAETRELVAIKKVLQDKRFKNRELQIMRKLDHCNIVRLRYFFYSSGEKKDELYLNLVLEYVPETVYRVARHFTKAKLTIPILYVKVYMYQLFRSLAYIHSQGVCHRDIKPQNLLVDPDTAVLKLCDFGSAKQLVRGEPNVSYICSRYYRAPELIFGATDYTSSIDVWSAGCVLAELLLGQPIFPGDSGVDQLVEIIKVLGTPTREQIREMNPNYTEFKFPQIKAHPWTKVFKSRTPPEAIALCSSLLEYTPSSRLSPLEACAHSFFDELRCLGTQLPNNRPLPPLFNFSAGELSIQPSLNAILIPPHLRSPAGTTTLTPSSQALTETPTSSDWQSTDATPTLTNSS
Starred values were filed as active, the others as inactive.

For CCCCNc1c(-c2ccc(-c3ccc(C(C)=O)cc3)c(OC)c2)nc2cc(C)ccn12 the results were Dyrk1A ADPGlo 3 and GSK3A inh -2.
For CCC(=O)OCC(=O)C1(OC(=O)CC)[C@H](C)C[C@H]2[C@H]3[C@H]([C@@H](O)C[C@@]21C)[C@@]1(C)C=CC(=O)C=C1C[C@H]3Cl (stereo not given in full) the results were Dyrk1A ADPGlo 10 and GSK3A inh -2.
For COc1ccc(-c2c(C#Cc3ccsc3)c3cc(-c4ccc5[nH]ccc5c4)ccc3n2C)cc1 the results were Dyrk1A ADPGlo 14 and GSK3A inh 0.
Screening COc1cccc(NC(=O)CN(C)C(=O)CSCC(=O)Nc2ccc(C)cc2)c1 returned Dyrk1A ADPGlo -2 and GSK3A inh -1.
Screening CC(OC(=O)c1ccc2ccccc2c1)C(=O)N(C)Cc1ccccc1 (stereo not given) returned Dyrk1A ADPGlo 5 and GSK3A inh -5.
`COc1ccc(CNC(=O)COC(=O)Cc2ccc(Br)cc2)cc1` gave Dyrk1A ADPGlo -2 and GSK3A inh -4.
CCCn1c(N)c(N(CCOC)C(=O)c2cc3c(s2)CCC(CC)C3)c(=O)[nH]c1=O (stereo not given) was read as Dyrk1A ADPGlo 10 and GSK3A inh 0.
`COc1ccc(NC(=O)CN2C(=O)NC(C)(C3CC3)C2=O)c(OC)c1` (stereo not given) gave Dyrk1A ADPGlo 9 and GSK3A inh -2.
`C=CC[C@@H](CC(=O)OC(C)(C)C)C(=O)OC[C@@H]1CCCN1C(=O)[C@@H](CC=C)CC(=O)N[C@@H](CO)Cc1ccccc1` gave Dyrk1A ADPGlo -1 and GSK3A inh -3.
For CC(=O)NCc1ccc(C(=O)COC(=O)COc2ccccc2)s1 the results were Dyrk1A ADPGlo -1 and GSK3A inh -1.
C[C@H](CO)N1C[C@H](C)[C@@H](CN(C)C)Oc2c(NC(=O)CCC(F)(F)F)cccc2C1=O was read as Dyrk1A ADPGlo -3 and GSK3A inh -4.
`C[C@@H]1CN([C@@H](C)CO)C(=O)c2cccc(NS(C)(=O)=O)c2O[C@H]1CN(C)CC1CCCCC1` gave Dyrk1A ADPGlo 13 and GSK3A inh -2.
For Cc1ccccc1N1C(=O)c2cc(S(N)(=O)=O)c(Cl)cc2NC1C (stereo not given) the results were Dyrk1A ADPGlo 5 and GSK3A inh 0.
Screening Cc1ccc(C(=O)CN(CCC(=O)O)S(=O)(=O)c2ccc([N+](=O)[O-])cc2)cc1 returned Dyrk1A ADPGlo -6 and GSK3A inh -4.
`Cc1ccc(C(=O)C(C)OC(=O)CNS(=O)(=O)c2ccc(C)cc2)cc1` (stereo not given) gave Dyrk1A ADPGlo -2 and GSK3A inh -1.
`C=CC[C@@H](CC(=O)N(CCO)Cc1ccccc1)C(=O)N[C@H](COC(=O)[C@@H](CC=C)Cc1ccc(F)cc1)c1ccccc1` gave Dyrk1A ADPGlo -8 and GSK3A inh 7.
For O=C(CN(Cc1ccco1)C(=O)c1ccccc1F)Nc1ccccc1C(F)(F)F the results were Dyrk1A ADPGlo 3 and GSK3A inh 20.
`CCN1CCN(S(=O)(=O)c2ccc(Cl)c(C(=O)NC3CC3)c2)CC1` gave Dyrk1A ADPGlo -6 and GSK3A inh 1.
For CCC(CO)Oc1cc(NC(=O)c2cccc(C)c2)c2ncn(C(C)C)c2c1 (stereo not given) the results were Dyrk1A ADPGlo 20 and GSK3A inh -1.
CN(C(=O)COC(=O)Cc1c(Cl)cccc1Cl)C1CCS(=O)(=O)C1 (stereo not given) was read as Dyrk1A ADPGlo 6 and GSK3A inh -2.
Screening Nc1c(C(=O)CSc2nccn2-c2ccc(Cl)cc2)c(=O)[nH]c(=O)n1C1CC1 returned Dyrk1A ADPGlo 4 and GSK3A inh 3.
CCOC(=O)c1cc(-c2ccccc2C)nn1Cc1cc(CC)no1 was read as Dyrk1A ADPGlo -8 and GSK3A inh 0.
CNC(=S)Nc1cccc(S(=O)(=O)NCc2ccco2)c1 was read as Dyrk1A ADPGlo -1 and GSK3A inh -3.
CCCCC1CCc2[nH]nc(C(=O)O)c2C1 (stereo not given) was read as Dyrk1A ADPGlo 5 and GSK3A inh 0.
Screening O=C(c1ccc(COc2ccccc2)o1)N1CCN(S(=O)(=O)c2ccccc2Cl)CC1 returned Dyrk1A ADPGlo 4 and GSK3A inh -1.
`COc1ccc(CNc2nc(NCc3ccc(OC)cc3)c3ncn(C4CCCC4)c3n2)cc1` gave Dyrk1A ADPGlo 9 and GSK3A inh -1.
For Cc1cc(C(=O)COC(=O)c2ccc(O)cc2)c(C)n1CC(F)(F)F the results were Dyrk1A ADPGlo 2 and GSK3A inh 0.
Screening Nc1cc(C(=O)OCC(=O)Nc2cccc(S(=O)(=O)N3CCOCC3)c2)ccc1Cl returned Dyrk1A ADPGlo 4 and GSK3A inh -2.
For CC(=O)c1ccc(NC(=O)CN2C(=O)NC(C)(c3ccc4c(c3)OCCO4)C2=O)cc1 (stereo not given) the results were Dyrk1A ADPGlo -2 and GSK3A inh -1.
O=C(COC(=O)Cc1ccc(Cl)cc1)NCc1cccs1 was read as Dyrk1A ADPGlo -2 and GSK3A inh -3.
`COc1ccc(NC(=O)COC(=O)CCNC(=O)c2ccco2)cc1Cl` gave Dyrk1A ADPGlo 1 and GSK3A inh -3.
`Clc1ccc(N2CCN(Cc3c[nH]c4ncccc34)CC2)cc1` gave Dyrk1A ADPGlo -8 and GSK3A inh 6.
`CC(C)C(NC(=O)c1ccccc1)C(=O)OCC(=O)N1CCN(c2ccccc2)CC1` (stereo not given) gave Dyrk1A ADPGlo 3 and GSK3A inh -1.
C[C@H]1[C@H](C)CC[C@]2(C)CC[C@]3(C)C(=CC(=O)C4[C@@]5(C)CC[C@H](O)C(C)(C)C5CC[C@]43C)[C@H]12 (stereo not given in full) was read as Dyrk1A ADPGlo 2 and GSK3A inh -1.
Screening Cc1ccccc1-c1nn(-c2ccccc2)cc1C(=O)NCC(c1ccco1)N1CCCC1 (stereo not given) returned Dyrk1A ADPGlo -1 and GSK3A inh -1.
Screening Cc1ccccc1S(=O)(=O)N1[C@@H](c2ccc(F)cc2)C(C(=O)O)=CC[C@H]1c1ccc(Cl)cc1 returned Dyrk1A ADPGlo -3 and GSK3A inh -7.
Screening COc1ccc(C(=O)NCC(=O)OCC(=O)NC(=O)c2ccc(C(C)(C)C)cc2)cc1OC returned Dyrk1A ADPGlo 8 and GSK3A inh 9.
CC1CCN(c2ccc3c(c2)S(=O)(=O)c2cccc(C(=O)NC4CCCCC4)c2C3=O)CC1 was read as Dyrk1A ADPGlo 0 and GSK3A inh 0.
`O=C(COC(=O)c1ccc2c(c1)OCO2)Nc1ccccc1F` gave Dyrk1A ADPGlo -1 and GSK3A inh -3.
`O=C(CCl)Nc1ncc(S(=O)(=O)c2ccc([N+](=O)[O-])cc2)s1` gave Dyrk1A ADPGlo -4 and GSK3A inh 0.

Four compounds already listed, ordered by length of the SMILES, lowest first:
`COc1ccc(NC(=O)COC(=O)CCNC(=O)c2ccco2)cc1Cl` gave Dyrk1A ADPGlo 1 and GSK3A inh -3.
`O=C(CCl)Nc1ncc(S(=O)(=O)c2ccc([N+](=O)[O-])cc2)s1` gave Dyrk1A ADPGlo -4 and GSK3A inh 0.
`COc1ccc(CNc2nc(NCc3ccc(OC)cc3)c3ncn(C4CCCC4)c3n2)cc1` gave Dyrk1A ADPGlo 9 and GSK3A inh -1.
C[C@H]1[C@H](C)CC[C@]2(C)CC[C@]3(C)C(=CC(=O)C4[C@@]5(C)CC[C@H](O)C(C)(C)C5CC[C@]43C)[C@H]12 (stereo not given in full) was read as Dyrk1A ADPGlo 2 and GSK3A inh -1.

More results follow:
`COc1cc(Cl)c(C)cc1NC(=O)CN1C(=O)C2CC=CCC2C1=O` (stereo not given) gave Dyrk1A ADPGlo 3 and GSK3A inh -1.
Screening CC(=O)C[C@@H](O)CC(=O)[C@@H]1OC(=O)CCCCC/C=C/Cc2ccccc21 returned Dyrk1A ADPGlo 7 and GSK3A inh -2.
O=C(Cc1ccc(S(=O)(=O)N2CCOCC2)s1)OCc1ccc(Cl)cc1 was read as Dyrk1A ADPGlo -4 and GSK3A inh 0.
For NC(=O)CSc1ccc(S(=O)(=O)N2CCCCC2)cn1 the results were Dyrk1A ADPGlo 1 and GSK3A inh -1.
CCCN(CC(=O)Nc1ccccc1OC)C(=O)CCC(=O)c1ccc(Cl)s1 was read as Dyrk1A ADPGlo -2 and GSK3A inh -8.
For Cc1ccc(C(=O)NNC(=O)c2ccc(S(=O)(=O)N3CCCCC3)cc2)cc1 the results were Dyrk1A ADPGlo 1 and GSK3A inh 0.
C[C@@H]1CN([C@@H](C)CO)C(=O)c2cc(NS(=O)(=O)c3cccs3)ccc2O[C@H]1CN(C)Cc1ccc(C(F)(F)F)cc1 was read as Dyrk1A ADPGlo -5 and GSK3A inh -3.
`CC(OC(=O)CCC(=O)c1ccc(Cl)s1)C(=O)NC1(C#N)CCCCC1` (stereo not given) gave Dyrk1A ADPGlo -1 and GSK3A inh 3.
For O=C(Nc1cccc(Cl)c1)c1nc[nH]c1C(=O)NCCCNC(=O)c1[nH]cnc1C(=O)Nc1cccc(Cl)c1 the results were Dyrk1A ADPGlo -1 and GSK3A inh 0.
`COc1cc(NC(=O)COC(=O)c2[nH]c(C)c(C(C)=O)c2C)cc(OC)c1` gave Dyrk1A ADPGlo -2 and GSK3A inh 0.
`CC(NCC(=O)Nc1ccccc1C(=O)NC1CC1)c1cccs1` (stereo not given) gave Dyrk1A ADPGlo 4 and GSK3A inh -1.
`CCn1c(SCC(=O)Nc2ccc(N3CCOCC3)cc2)nnc1C1CC1` gave Dyrk1A ADPGlo 5 and GSK3A inh -3.
For COc1cc2c(cc1OC)CN(CC(=O)Nc1ccccc1C(=O)NC1CC1)CC2 the results were Dyrk1A ADPGlo 1 and GSK3A inh -1.
Screening Cc1ccc(S(=O)(=O)Nc2ccc(C(=O)NCCCn3ccnc3)cc2)cc1[N+](=O)[O-] returned Dyrk1A ADPGlo -4 and GSK3A inh 0.
Screening Cc1ccccc1C(=O)N1CCC(C(=O)Nc2ccc(C)c(S(=O)(=O)N3CCCCC3)c2)CC1 returned Dyrk1A ADPGlo -1 and GSK3A inh -1.
`Cc1ccc(C(=O)OCC(=O)Nc2ccc3c(c2)OCO3)c(O)c1` gave Dyrk1A ADPGlo -3 and GSK3A inh -1.
Screening NC(=O)C1CCN(c2nc(-c3ccccc3N)cs2)CC1 returned Dyrk1A ADPGlo 13 and GSK3A inh 1.
Screening Cc1ccccc1CN1CCN(C(=O)c2ccc(S(=O)(=O)NCc3ccco3)cc2)CC1 returned Dyrk1A ADPGlo -4 and GSK3A inh -4.
Screening CCN(CC(=O)Nc1ccccc1C(F)(F)F)C(=O)Cc1ccc2c(c1)CCC2 returned Dyrk1A ADPGlo -4 and GSK3A inh -3.
`CC(C)(C)OC(=O)C[C@H]1C/C=C\C[C@@H](CC(=O)NCCO)C(=O)NC[C@@H](c2ccccc2)OC1=O` gave Dyrk1A ADPGlo 0 and GSK3A inh -1.
`N#Cc1nc(-c2cccc3ccccc23)oc1N` gave Dyrk1A ADPGlo 1 and GSK3A inh 1.
Cc1ccc(S(=O)(=O)N2CCN(Cc3cc(=O)n4ccccc4n3)CC2)cc1C was read as Dyrk1A ADPGlo 4 and GSK3A inh 0.
CCCCn1nc(C(=O)N(CCOC)c2c(N)n(CCCC)c(=O)[nH]c2=O)c2ccccc2c1=O was read as Dyrk1A ADPGlo -4 and GSK3A inh 3.
O=C(CN1C(=O)c2cccc([N+](=O)[O-])c2C1=O)N1CCN(S(=O)(=O)c2ccccc2)CC1 was read as Dyrk1A ADPGlo 7 and GSK3A inh -1.
Screening O=C(Nc1ccc(-n2cnnn2)cc1)c1cccc(S(=O)(=O)N2CCCC2)c1 returned Dyrk1A ADPGlo 1 and GSK3A inh -1.
NCCC1CCCC(CCN)N1 (stereo not given) was read as Dyrk1A ADPGlo 9 and GSK3A inh -3.
CCOc1ccc(Nc2ccc(S(=O)(=O)N3CCN(C)CC3)cc2[N+](=O)[O-])cc1OCC was read as Dyrk1A ADPGlo -9 and GSK3A inh 2.
`Cc1ccc(NC(=O)Cc2nc(COC(=O)C(C)NS(=O)(=O)c3ccc(C)cc3)cs2)cc1` (stereo not given) gave Dyrk1A ADPGlo 9 and GSK3A inh 2.
Screening Cc1ccc(OCCOC(=O)c2cc(S(=O)(=O)N3CCCCC3)ccc2N2CCOCC2)cc1 returned Dyrk1A ADPGlo 1 and GSK3A inh -2.
For CN(CC(=O)Nc1cccc(F)c1)C(=O)c1cn(-c2ccccc2)nc1-c1ccc(Cl)cc1 the results were Dyrk1A ADPGlo 0 and GSK3A inh -1.
`COc1ccc(NC(=O)Nc2ccc3c(c2)C(=O)N([C@H](C)CO)C[C@H](C)[C@@H](CN(C)C(=O)NC(C)C)O3)cc1` gave Dyrk1A ADPGlo 5 and GSK3A inh -2.
COc1ccc2c(c1)OC[C@H]1[C@@H]2N2C(=O)CNC(=O)[C@@]2(C)[C@H]1c1ccccc1 was read as Dyrk1A ADPGlo 6 and GSK3A inh 3.
COc1cc(C2c3c(c(C)c(C)oc3=O)Oc3c(C)c(C)oc(=O)c32)ccc1OS(=O)(=O)c1ccc(C)cc1 was read as Dyrk1A ADPGlo 6 and GSK3A inh 0.
`O=C(NN=Cc1ccccc1Cl)c1ccc(-n2cnnn2)cc1` gave Dyrk1A ADPGlo 1 and GSK3A inh 2.
Screening Cc1ccc(NC(=O)CN(C)C(=O)CSc2nnc(N)s2)cc1 returned Dyrk1A ADPGlo 1 and GSK3A inh 0.
For CC(=O)c1cccc(NC(=O)COC(=O)CC2CC3CCC2C3)c1 (stereo not given) the results were Dyrk1A ADPGlo 3 and GSK3A inh -1.

Filtered by structure: those above with a COOH group (three)
Screening Cc1ccc(C(=O)CN(CCC(=O)O)S(=O)(=O)c2ccc([N+](=O)[O-])cc2)cc1 returned Dyrk1A ADPGlo -6 and GSK3A inh -4.
CCCCC1CCc2[nH]nc(C(=O)O)c2C1 (stereo not given) was read as Dyrk1A ADPGlo 5 and GSK3A inh 0.
Screening Cc1ccccc1S(=O)(=O)N1[C@@H](c2ccc(F)cc2)C(C(=O)O)=CC[C@H]1c1ccc(Cl)cc1 returned Dyrk1A ADPGlo -3 and GSK3A inh -7.

These rows are one share of the data (hit frequency here may not be typical).
